KKLEB cytotox = cytotoxicity in KKLEB CF airway cells, primary screen, cytotoxicity control for CF NF-kB inhibitor project, cell-based, uHTS, fluorescence assay plates | KKLEB CF airway cells viability, ATPlite luminescence, overnight; active compounds read low; cells stimulated with P. aeruginosa culture filtrate | activity change (cytotoxicity), % at 5 µM | actives 0.36% (n = 360,000) | AID 602141, 2011;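 active means corrected activity change at or below -50% at 5 µM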
NCOA1 inh = SRC1 coactivator transcriptional activity inhibitors, primary screen, cell-based, luminescence | Nuclear receptor coactivator 1 (Homo sapiens), Q15788 | HEK293 GAL4-SRC1 luciferase reporter | inhibition, % at 3.6 µM | actives 0.12% (n = 360,000) | AID 588354, 2011;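 active means inhibition above the campaign mean plus 3 SD, with each screening campaign given its own cutoff, cut at about 60% in these data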;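 further: 0% = DMSO treated cells and 100% = gossypol at 36 µM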
EBV LMP1 NFkB = EBV LMP1-driven NF-kappaB luciferase reporter inhibitors, primary screen, cell-based, luminescence, single point; LMP1-induced NF-kappaB luciferase reporter cells; inhibition, % at 12.5 µM; actives 0.69% (n = 350,000); in the data active means inhibition above about 41%;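 further: 0% = neutral control wells and 100% = reference inhibitor control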
CF NFkB block = inhibitors of PAF-induced NF-kB signaling, primary screen, cell-based, GFP fluorescence, uHTS; KKLEB NF-kB-GFP reporter, GFP fluorescence overnight; actives 0.86% (n = 360,000); AID 588850, 2011; inhibition, % at 5 µM;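 active means at least 50% inhibition at 5 µM, scaled per plate between neutral and stimulator controls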;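 further: PAF is a Pseudomonas aeruginosa culture filtrate used as stimulus; plate controls were PAF-stimulated DMSO wells for no effect and unstimulated DMSO wells for full effect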
SRC3 inh = SRC3 coactivator transcriptional activity inhibitors, primary screen, cell-based, luminescence; Nuclear receptor coactivator 3 (Homo sapiens), Q9Y6Q9; HEK293 GAL4-SRC3 luciferase reporter; inhibition, % at 3.6 µM; actives 0.17% (n = 360,000);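 active means inhibition above a per-campaign cutoff, the mean of all compounds plus 3 SD, cut at about 60% in these data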;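 further: 0% = DMSO-treated cells and 100% = gossypol-treated cells at 36 µM; higher means less SRC3-driven luciferase light from the GAL4 reporter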
NCOA2 inhibitor = inhibition of GAL4-SRC2 driven luciferase reporter, primary screen, SRC2 inhibitor project, cell-based, luminescence | Nuclear receptor coactivator 2 (Homo sapiens), Q15596 | HEK293 GAL4-SRC2 luciferase reporter | inhibition, % at 9 µM | actives 0.17% (n = 370,000) | AID 651957, 2012;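 active means inhibition above the mean inhibition of all tested compounds plus 3 SD, set per campaign, cut at about 52% in these data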;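 further: 0% = DMSO treated cells and 100% = cells given Gossypol at 36 µM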
Target sequence (Q15596 whole entry, looked up, the tested form may be a part): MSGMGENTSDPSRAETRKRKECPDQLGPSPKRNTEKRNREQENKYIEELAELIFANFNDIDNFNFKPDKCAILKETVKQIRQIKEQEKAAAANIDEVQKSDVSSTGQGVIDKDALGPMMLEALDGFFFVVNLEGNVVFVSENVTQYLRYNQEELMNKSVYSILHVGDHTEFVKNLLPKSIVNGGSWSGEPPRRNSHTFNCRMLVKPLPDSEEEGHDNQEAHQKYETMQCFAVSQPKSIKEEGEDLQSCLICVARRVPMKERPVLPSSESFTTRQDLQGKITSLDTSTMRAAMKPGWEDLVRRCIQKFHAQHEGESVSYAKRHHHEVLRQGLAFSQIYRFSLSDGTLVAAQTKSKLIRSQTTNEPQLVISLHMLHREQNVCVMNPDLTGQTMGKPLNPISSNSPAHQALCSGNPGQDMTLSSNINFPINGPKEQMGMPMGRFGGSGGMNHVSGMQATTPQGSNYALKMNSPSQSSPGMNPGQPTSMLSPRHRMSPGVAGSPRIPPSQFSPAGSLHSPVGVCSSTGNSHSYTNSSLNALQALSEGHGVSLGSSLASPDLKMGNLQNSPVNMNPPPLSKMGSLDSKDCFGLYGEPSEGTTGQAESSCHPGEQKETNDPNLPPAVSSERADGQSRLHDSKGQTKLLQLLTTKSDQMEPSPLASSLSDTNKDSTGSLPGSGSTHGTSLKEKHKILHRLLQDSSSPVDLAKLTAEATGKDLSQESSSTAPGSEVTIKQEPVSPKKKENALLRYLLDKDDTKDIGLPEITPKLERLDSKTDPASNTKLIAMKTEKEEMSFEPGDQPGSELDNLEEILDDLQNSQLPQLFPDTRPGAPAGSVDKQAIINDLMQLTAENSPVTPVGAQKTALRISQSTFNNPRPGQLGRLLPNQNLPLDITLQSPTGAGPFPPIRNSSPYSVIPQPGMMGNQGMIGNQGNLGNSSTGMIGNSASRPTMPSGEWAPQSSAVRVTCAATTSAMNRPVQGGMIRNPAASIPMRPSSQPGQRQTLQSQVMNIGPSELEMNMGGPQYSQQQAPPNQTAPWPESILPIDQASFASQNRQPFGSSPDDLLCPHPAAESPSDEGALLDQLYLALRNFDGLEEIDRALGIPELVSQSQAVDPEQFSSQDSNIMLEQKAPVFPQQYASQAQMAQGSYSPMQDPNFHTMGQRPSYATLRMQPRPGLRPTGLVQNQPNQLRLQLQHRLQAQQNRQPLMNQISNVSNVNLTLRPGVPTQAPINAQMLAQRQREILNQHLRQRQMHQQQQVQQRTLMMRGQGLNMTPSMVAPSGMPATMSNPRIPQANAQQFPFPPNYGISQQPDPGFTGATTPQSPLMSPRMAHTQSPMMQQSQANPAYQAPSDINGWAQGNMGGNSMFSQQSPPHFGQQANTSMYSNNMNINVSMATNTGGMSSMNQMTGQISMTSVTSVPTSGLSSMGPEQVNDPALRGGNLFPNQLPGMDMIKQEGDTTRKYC
C8 TRAIL sens = viability loss with TRAIL in NB7+C8 cells, primary screen, TRAIL sensitizer project, cell-based, ATPlite luminescence; inhibition (viability loss, TRAIL sensitization), % at 10 µM; actives 1% (n = 360,000);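 active means compounds causing at least 50% loss of cell viability in the single-dose screen, relative to plate controls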
NR2F2 inh = NR2F2 transcriptional activity inhibitors, primary screen, cell-based, luciferase reporter, HEK293T, luminescence; COUP transcription factor 2 (Homo sapiens), P24468; HEK293T NGFI-A luciferase reporter; inhibition, % at 8.6 µM; actives 0.7% (n = 370,000);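 active means inhibition above a per-plate cutoff, mean inhibition of test wells between control levels plus 3 SD, cut at about 38% in these data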;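 further: cells cotransfected with COUP-TFII expression vector driving the NGFI-A reporter; 0% = median of COUP-TF2 test wells and 100% = reporter-only cells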
TWEAK Fn14 block = inhibitors of TWEAK-Fn14 signaling, primary screen, luciferase reporter cells, uHTS; TWEAK-stimulated Fn14 reporter cells, luciferase luminescence, 8 h; inhibition, % at 10 µM; actives 2% (n = 360,000); in the data active means inhibition above about 50%
TROY signal inh = inhibitors of TROY-driven NF-kB signaling, primary screen, Q293 LMP1-TROYcd cells, NF-kB luciferase, uHTS. Q293 LMP1-TROYcd NF-kB luciferase reporter, 4 h. inhibition, % at 10 µM. actives 0.98% (n = 360,000);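 active means compounds whose plate-normalised and pattern-corrected inhibition of the luciferase reporter signal at the single screening dose is 50% or more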
LRH-1 inv ag = LRH-1 (NR5A2) inverse agonists, primary screen, cell-based, luminescence, HEK293T, StAR-luciferase reporter | inhibition, % at 3.6 µM | Nuclear receptor subfamily 5 group A member 2 (Homo sapiens), O00482 | LRH-1 transfected, 24 h | actives 0.13% (n = 360,000);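 active means inhibition above the mean inhibition of all tested compounds plus 3 SD, cut at about 73% in these data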;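 further: 0% = DMSO wells and 100% = reporter-only cells lacking LRH-1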
* = called active by the depositor; x = not tested or not shown.

SMILES	KKLEB cytotox	NCOA1 inh	EBV LMP1 NFkB	CF NFkB block	SRC3 inh	NCOA2 inhibitor	C8 TRAIL sens	NR2F2 inh	TWEAK Fn14 block	TROY signal inh	LRH-1 inv ag
Cc1ccc(N2C(=O)c3ccc(N)cc3C2=O)cc1C	-6	-75	22	7	-97	-16	7	-53	-16	-41	-91
O=C(OCc1nc2scc(-c3ccccc3)c2c(=O)[nH]1)c1cccc([N+](=O)[O-])c1	12	4	9	-11	4	-3	4	-6	0	8	13
Cc1c(NC(=O)[C@@H](NC(=O)c2ccc(Cl)c([N+](=O)[O-])c2)C(C)C)c(=O)n(-c2ccccc2)n1C	0	1	1	-23	-2	16	0	11	22	-10	4
COc1ccc(Cc2nnc(SCC(=O)c3cccc([N+](=O)[O-])c3)n2C)cc1	-4	-8	1	4	2	-2	16	11	6	0	-29
CCCOc1nc(SCCC)nc2c1cnn2-c1ccccc1	3	-24	1	15	-3	-51	0	9	2	-28	11
CC1=CCC2C(=O)N(C(C)c3ccccc3)C(=O)C2C1 (stereo unspecified)	10	-12	3	-1	-5	-13	-1	-8	-8	7	12
O=c1oc(-c2cc3ccccc3o2)nc2sc3c(c12)CCCC3	3	5	16	-23	-1	-14	-4	-27	39	-47	-13
Cn1c(=O)c2[nH]c(NN=Cc3ccccc3)nc2n(C)c1=O	-1	-24	-1	-22	-21	-43	10	-27	29	0	-13
Cn1c(=O)c2c(nc(CN3CCc4ccccc4C3)n2Cc2ccccc2)n(C)c1=O	-2	1	0	-2	-2	-11	15	1	7	0	8
O=C(COc1ccc(S(=O)(=O)N2CCOCC2)cc1)NC1CCCC1	4	11	2	-6	-6	3	2	-3	7	6	-10
CC(C)C(OC(=O)C1=Cc2ccccc2OC1)C(=O)NCC1CCCO1 (stereo unspecified)	6	-63	-7	-30	-73	-59	-7	-33	38	-26	-86
COc1ccc(C)cc1S(=O)(=O)N(CC(=O)O)c1ccc(C)cc1	0	-17	-7	21	25	-25	-4	-2	11	-2	-1
CC(C)CCNC(=O)NC(=O)COC(=O)CNC(=O)C1CCCCC1	2	-2	-4	3	-11	0	-6	-4	0	17	-1
c1ccc(OCCOCCN2CCc3ccccc3C2)cc1	1	-14	4	19	0	21	2	16	9	0	11
O=C1OCCN1CCN(CN1C(=O)CCC1=O)CN1C(=O)CCC1=O	3	-8	-5	-4	-2	9	-1	9	9	5	-1
O=C(NC1CCCc2ccccc21)C1CCCO1 (stereo unspecified)	-12	0	-6	7	2	x	6	x	13	-13	-1
O=C(Cc1cccc(NC(=O)C2CCCN(C(=O)C3CCCCC3)C2)c1)Nc1ccc(C(=O)N2CCCCC2)cc1 (stereo unspecified)	3	-4	2	12	-27	-16	14	-1	-8	6	-6
Cc1sc2nc(CSCC(=O)N(CCC#N)c3ccccc3F)[nH]c(=O)c2c1C	1	-10	-8	11	9	-1	8	21	-4	3	1
COc1ccc(Cn2c(=O)[nH]c3cc(C(=O)N4CCN(Cc5ccccc5)CC4)ccc3c2=O)cc1	9	16	20	-1	24	20	11	34	34	30	33
Cc1ccc(S(=O)(=O)n2cccc2CO)cc1	2	4	-12	-12	0	15	-4	12	5	1	23
COc1cccc(NC(=O)C(C)(C)C)c1	-1	5	1	-2	2	-13	-4	-4	5	-6	8
Cc1cccc(NC(=O)c2ccc(Cl)c(S(=O)(=O)N3CCCC3)c2)n1	-1	-14	-5	8	-7	-24	3	-29	-12	-14	-20
CC1CCN(C(=O)Cn2c(=O)n(-c3ccc(F)cc3)c(=O)c3sccc32)CC1	4	10	1	-20	-23	7	4	10	-3	5	-21
Cc1cccc(OCC(=O)N2CCN(c3nnc(-c4ccccc4)c4ccccc34)CC2)c1	7	3	12	-14	-2	12	4	11	6	31	8

Compound profiles (already shown):
`Cc1sc2nc(CSCC(=O)N(CCC#N)c3ccccc3F)[nH]c(=O)c2c1C` as listed: KKLEB cytotox = 1; NCOA1 inh = -10; EBV LMP1 NFkB = -8; CF NFkB block = 11; SRC3 inh = 9; NCOA2 inhibitor = -1; C8 TRAIL sens = 8; NR2F2 inh = 21; TWEAK Fn14 block = -4; TROY signal inh = 3; LRH-1 inv ag = 1
`Cc1cccc(NC(=O)c2ccc(Cl)c(S(=O)(=O)N3CCCC3)c2)n1` as listed: KKLEB cytotox = -1; NCOA1 inh = -14; EBV LMP1 NFkB = -5; CF NFkB block = 8; SRC3 inh = -7; NCOA2 inhibitor = -24; C8 TRAIL sens = 3; NR2F2 inh = -29; TWEAK Fn14 block = -12; TROY signal inh = -14; LRH-1 inv ag = -20

(list continues)
SMILES	KKLEB cytotox	NCOA1 inh	EBV LMP1 NFkB	CF NFkB block	SRC3 inh	NCOA2 inhibitor	C8 TRAIL sens	NR2F2 inh	TWEAK Fn14 block	TROY signal inh	LRH-1 inv ag
O=C1c2ccccc2S(=O)(=O)c2cc(C(=O)N3CCN(c4ccccc4)CC3)ccc21	5	-24	12	1	-9	-30	10	-20	-96	6	-3
COc1cccc(NC(=O)COC(=O)C2=NN(c3ccccc3)C(=O)CC2)c1	-8	0	-6	9	-7	-5	8	-11	-4	-8	-1
CC1(C)CC(=O)C2=C(C1)N(c1ccc(F)cc1)C(=O)C2(NC(=O)c1ccccc1F)C(F)(F)F (stereo unspecified)	-2	-3	4	3	16	11	5	6	2	-3	-3
O=C(CCc1nnc2ccc(NCc3ccco3)nn12)N1CCN(c2ccccc2F)CC1	9	-20	1	-3	-9	-13	10	-1	18	-28	-4
O=c1nc2n(c3cc(Cl)c(S(=O)(=O)N4CCOCC4)cc13)CCCCC2	10	7	0	-2	5	0	-13	15	11	13	-4
CC(C)(C)NC(=O)C(c1ccc(-c2ccccc2)cc1)N(C[C@H]1CC[C@@H]([C@@H]2CC[C@H](CO)O2)O1)C(=O)c1ccc2ccccc2c1 (stereo partly specified)	2	-13	18	12	14	7	19	-7	26	34	-20
CCc1ccc(/C=C(\C#N)C(=O)NC2CCS(=O)(=O)C2)cc1 (stereo unspecified)	0	9	5	18	-3	-13	3	6	14	-4	1
CSc1nsc(SC)c1C(=O)Nc1ccc(C)cc1	-5	-7	-8	-9	-4	-23	-4	1	2	-31	1
Cc1cc(OCc2nc(-c3ccncc3)no2)cc(C)c1Cl	-5	11	-4	1	14	-21	2	-13	-10	-7	6
CCC(C)(NC(=O)CNC(C)=O)C(=O)NC1CCCCC1 (stereo unspecified)	5	-3	8	-1	14	4	6	20	-11	8	-4
COc1ccc(-c2ccc(-c3noc(-c4ccccc4F)n3)c(OC)n2)cc1	-12	-12	-12	14	12	-8	11	-29	-25	-3	-17
N#CCSCC(=O)Nc1ccc(Br)cc1	-7	-1	3	23	12	2	-10	13	6	2	3
CCOc1cc(C(=O)OCC(=O)NC(C)c2ccccc2)ccc1OCC(=O)N1CCOCC1 (stereo unspecified)	-4	-4	-3	-8	6	-17	-7	2	-6	-23	-2
COc1ccc(Nc2nc(OC)nc(OC)n2)cc1	-5	1	-13	5	-20	5	-9	-26	-6	-3	-6
CCOC(=O)C1CCN(CC(=O)N(CC(C)C)c2c(N)n(CC(C)C)c(=O)[nH]c2=O)CC1	-17	-3	-8	1	-11	18	4	8	1	-12	5
COc1cc(OC)cc(C(=O)NNC(=O)c2cc(S(=O)(=O)N3CCOCC3)ccc2F)c1	-7	2	-6	5	-18	4	-13	7	-21	-12	4
CCCn1c(SCC(=O)N2c3ccccc3Sc3ccccc32)nc2c1c(=O)n(C)c(=O)n2C	-12	7	14	22	4	0	4	3	-25	50*	-11
CC(=NN=C(C)c1ccc(O)cc1)c1ccc(O)cc1	3	-23	-4	-10	-45	-40	6	4	-19	-21	7
Cc1ccc(S(=O)(=O)Oc2ccc(/C=N/NC(=O)c3c(Cl)cnn3C)cc2)cc1	-8	-18	3	1	12	-16	-8	-1	-18	-1	18
CC(C)C(NC(=O)OCc1ccccc1)C(=O)N1CCOCCOCCOCC1 (stereo unspecified)	4	-2	0	0	15	-10	0	1	-7	6	-1
CCCCOc1ccc(C(=O)OCC(=O)Nc2cc(C)c(C)cc2[N+](=O)[O-])cc1	-8	3	4	16	-3	-15	-9	3	0	1	-8
Cc1cc(/C=C2/SC(=O)NC2=O)c(C)n1-c1ccc(N2CCOCC2)cc1	-8	-4	-5	15	18	7	28	6	-7	9	-6
O=C(N=Nc1c(O)[nH]c2ccc([N+](=O)[O-])cc12)c1cc(-c2ccccc2Cl)nc2ccccc12	-8	-16	5	14	18	-12	-4	7	-1	0	6
O=C1OCC(c2ccccc2)=C1c1ccccc1	-10	13	-2	2	19	2	7	7	-17	6	9
CC(C)(C)OC(=O)C[C@H]1C/C=C\C[C@@H](CC(=O)N[C@@H](CO)Cc2ccccc2)C(=O)N2CCC[C@H]2COC1=O	-12	-5	3	17	0	-10	-15	2	-34	0	-43
COc1ccc(C2CC(C(F)(F)F)n3nc(C(=O)Nc4ccc5c(c4)OCO5)cc3N2)cc1 (stereo unspecified)	2	8	-12	4	17	7	10	-6	8	13	-9
CCc1ccc(C(=O)NC(=S)Nc2ccc(N3CCOCC3)cc2)cc1	-4	-13	16	-3	-3	-5	8	-13	22	53*	-18
O=C(CSc1nnc(-c2cccs2)o1)N1CCCc2ccccc21	4	-29	-15	6	-26	13	31	4	-9	-28	-23
CC(=O)c1cccc(S(=O)(=O)N2CCCC(c3nc4c(nnn4Cc4ccccc4Cl)c(=O)[nH]3)C2)c1 (stereo unspecified)	2	9	-15	0	-2	-16	-7	-30	10	13	22
O=C(NCc1ccco1)C(=O)NCC1OCCN1S(=O)(=O)c1ccc(F)cc1 (stereo unspecified)	18	-6	-4	-23	-5	21	-17	-17	3	-17	5
CC(=O)N1N=C(c2ccccc2)CC1c1ccccc1 (stereo unspecified)	14	-39	2	-9	-12	-15	3	-5	8	32	-11
CN(C)S(=O)(=O)c1cccc(NC(=S)N/N=C/c2ccc(O)c(O)c2O)c1	-1	-4	-6	10	8	-17	32	-2	-6	-12	-8
COc1cc(C2C(C(=O)OC(C)C)=C(C)Nc3[nH]c(=O)[nH]c(=O)c32)ccc1O (stereo unspecified)	1	6	0	-7	16	0	2	1	6	-11	21
CCOC(=O)c1cnc2c(C)c(Cl)ccc2c1N1CCN(CC)CC1	1	-34	-1	7	2	1	-2	-9	-16	-3	5
O=C1CC(c2ccccc2)CC(=O)N1c1ccc(C(F)(F)F)cc1	-12	0	-4	13	-5	-17	2	3	-5	2	6
COc1ccc(NS(=O)(=O)c2cccc(NC(=O)CCS(=O)(=O)c3ccccc3)c2)cc1	-10	3	14	14	7	5	8	22	7	-5	8
N#Cc1c(Sc2ncc(C(F)(F)F)cc2Cl)nsc1C/C=N\OCc1ccccc1Br	15	-16	-3	-20	4	1	-3	20	67*	x	11
CCOc1ccc(N(CC(=O)NC2CC2)S(=O)(=O)c2ccc(C)cc2)cc1	4	1	1	7	-11	-5	7	9	-11	-9	5
